# Source: PubChem BioAssay
# Autofluor 339 = intrinsic fluorescence of library compounds, ex339/em460 – biochemical, MLSMR library, data from DPM-DC assay, artefact control, profiling panel; compound autofluorescence, ex339/em460 nm, NADH buffer; active compounds read high; 1 = no-compound wells, NADH background; fluorescence fold increase at 10 µM; hit rate 5.5% among 65,000; AID 709;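 active = at 10 µM, mean starting fluorescence two-fold or more over control wells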;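 also: signal is the first read of a kinetic run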
# E coli RNAP = Escherichia coli RNA polymerase inhibition | AID 559 | E. coli RNA polymerase, fluorescence transcription assay | inhibition, %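 (tested at 10 µM)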 | P0A8V2 | hit rate 0.2% among 62,000; in the data active = inhibition above about 20%;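 also: 0% = enzyme without compound and 100% = no enzyme blank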
# M1 ag = activates the M1 muscarinic receptor. CHO-M1 cells, Fluo-4 calcium fluorescence, agonist mode; active compounds read high. B-score at 10 µM. AID 626. hit rate 3% among 64,000;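 active = fluorescence rise, raw or as B-score row- and column-corrected plate score, outside the 99.7% band of its plate's samples, either direction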
# TNAP act mid DEA = human TNAP activation, intermediate phosphate acceptor; P05186; purified TNAP, CDP-star luminescence, 100 mM DEA, 30 min; active compounds read high; scale: 0 levamisole-inhibited, 1 vehicle-only enzyme; activation factor at 20 µM; 64,000 tested, under 10 active; AID 813;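 active = activation factor of at least 2 at 20 µM, relative to controls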
# Target sequence (P05186 whole entry, looked up): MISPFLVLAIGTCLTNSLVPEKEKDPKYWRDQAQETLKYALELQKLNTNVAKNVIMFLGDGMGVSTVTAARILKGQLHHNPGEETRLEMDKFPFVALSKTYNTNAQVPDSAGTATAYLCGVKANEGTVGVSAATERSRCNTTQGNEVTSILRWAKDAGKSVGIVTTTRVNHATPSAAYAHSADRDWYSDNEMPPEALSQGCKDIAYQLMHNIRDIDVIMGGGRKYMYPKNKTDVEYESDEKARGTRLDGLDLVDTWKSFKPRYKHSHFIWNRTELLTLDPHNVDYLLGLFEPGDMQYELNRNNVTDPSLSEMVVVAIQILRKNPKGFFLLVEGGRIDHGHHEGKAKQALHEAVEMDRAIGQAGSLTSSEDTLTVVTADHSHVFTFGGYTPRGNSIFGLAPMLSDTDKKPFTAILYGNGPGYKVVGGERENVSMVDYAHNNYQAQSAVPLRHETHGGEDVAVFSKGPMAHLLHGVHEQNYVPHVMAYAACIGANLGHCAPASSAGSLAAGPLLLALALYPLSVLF
# SF-1 act = SF-1 (human) activation; Q13285; CHO-K1 Gal4-SF-1 LBD luciferase reporter; % increase over DMSO SF-1-specific signal; activation, % at 10 µM; hit rate 1.9% among 65,000; AID 522;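 active = activation above the mean activation of all tested compounds plus 3 SD, cut at about 50% in these data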
#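 Test system: CHO-K1 cells with Gal4–hSF-1 LBD chimera plus Gal4-driven luciferase; Input: 4,000 cells/well; Compound: 10 µM only; Times: 20 h compound treatment, 37 °C; Measured by: steady-glow luciferase luminescence, read after 15 min reagent incubation; Measure: percent activation versus DMSO; Control set: DMSO and mock-transfected background; Replicates: one test per compound.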
# Ecoli tolC = blocks growth of E. coli BW25113 tolC mutant. OD615. growth inhibition, % at 10 µM (by protocol). hit rate 2.2% among 65,000. AID 573;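 active = growth inhibition at or above a cutoff equal to the mean over every tested compound plus 3 SD, cut at about 60% in these data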;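 also: growth measured after 20 h incubation at 37 °C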
#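 Test system: E. coli BW25113 ΔtolC::kan bacteria; incubation: 37 °C, 20 h exposure; medium: LB broth supplemented with 50 µg/mL kanamycin; read-out basis: percent growth inhibition; signal: A615 absorbance measurement; compound: 10 µM final, single dose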
# NADH coupling = inhibitors of enzymes used to reach an NAD/NADH endpoint; coupled PK/LDH NADH assays, four targets; AID 774; hit rate 0.02% among 65,000; IC50, µM (highest dose often 10 µM), without a hit: top-dose inhibition;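 active = single-dose screening hits from any of four coupled enzyme assays that gave an IC50 when retested across doses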;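 also: the DPM-DC format reads NADH fluorescence rather than 340 nm absorbance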
# M1 antagonist = blocks the rat M1 muscarinic receptor response to acetylcholine. hit rate 3.4% among 64,000. B-score at 10 µM. CHO-M1 cells, Fluo-4 calcium, ACh EC80 antagonist mode; active compounds read low. P08482. AID 628;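 active = calcium fluorescence response, raw or row-and-column corrected B-score, differing from the plate sample mean either way at a set confidence level, mostly lower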
# Target sequence (P08482 whole entry, looked up): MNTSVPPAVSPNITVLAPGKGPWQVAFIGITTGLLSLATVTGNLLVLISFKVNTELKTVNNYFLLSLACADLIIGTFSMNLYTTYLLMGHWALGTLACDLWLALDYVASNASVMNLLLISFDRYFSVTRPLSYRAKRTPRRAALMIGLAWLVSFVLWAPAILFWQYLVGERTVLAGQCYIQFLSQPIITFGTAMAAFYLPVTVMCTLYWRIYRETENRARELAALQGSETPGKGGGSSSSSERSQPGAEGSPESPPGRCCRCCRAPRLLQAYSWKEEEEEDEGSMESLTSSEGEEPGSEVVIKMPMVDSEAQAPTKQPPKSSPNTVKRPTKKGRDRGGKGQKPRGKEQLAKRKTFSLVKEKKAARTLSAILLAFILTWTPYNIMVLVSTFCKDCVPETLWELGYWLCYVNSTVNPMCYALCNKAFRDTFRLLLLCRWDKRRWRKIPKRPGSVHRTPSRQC
# RORa activator = activates the human nuclear receptor RORA | P35398 | CHO-K1 Gal4-RORA LBD luciferase reporter, luminescence; percent increase over mock-subtracted basal signal | activation, % at 10 µM | hit rate 1.5% among 65,000;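 active = activation above the mean of all tested compounds plus 3 SD, cut at about 49% in these data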;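 also: 0% = DMSO-treated RORA cells and 100% = added signal equal to DMSO minus mock-transfected cells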
# An asterisk follows results filed as active; · = not tested or not shown; [ ] = remark or other dose.
Structure	NADH coupling	Autofluor 339	Ecoli tolC	E coli RNAP	SF-1 act	RORa activator	TNAP act mid DEA	M1 ag	M1 antagonist
Cn1nc(-c2ccc(Cl)cc2)c2cc(C(=O)N3CCN(c4ccccc4)CC3)sc21	2%	1.1	23	-3	34	-33	0.9	-0.94	-0.95
O=C(CSc1nnc(-c2cccnc2)n1Cc1ccco1)c1ccccc1	6%	1.1	-3	0	-7	-13	0.8	-0.047	-0.0024
CC(C)N(C)C1CCN(C(=O)Nc2ccc(Cl)cc2)CC1	0%	1.1	-19	2	16	2	0.9	-0.42	-1.5
COc1ccc(-c2nn(C)c(=O)c3ccccc23)cc1CNC(=O)c1ccco1	4%	1.4	25	·	-16	-5	·	0.3	-0.87
CN1CCN(CCCNC(=O)c2ccc(CSCc3cccc(Cl)c3)o2)CC1	2%	1.1	-8	4	-16	-4	1	-0.48	-0.73
COc1cc(-c2nn3c(COc4ccccc4)nnc3s2)cc(OC)c1OC	3%	1.2	7	2	12	11	0.9	-0.62	-0.79
O=C(NCC1CCCO1)C1c2ccccc2C(=O)N1Cc1ccc2c(c1)OCO2 (stereo not drawn)	6%	1.1	-22	6	4	-13	0.9	0.28	-0.041
O=C(CSc1ccc2nnc(-c3cccs3)n2n1)N1CCOCC1	9%	1.1	14	4	3	-7	0.9	-1.1	-0.41
Cc1ccc(CN2CCC(C(=O)NCCC(C)C)CC2)o1	9%	1.1	-8	13	16	-13	1.1	0.4	-0.39
CCCS(=O)(=O)c1c(S(=O)(=O)CCC)c2c3ccccc3ccn2c1C(N)=O	8%	0.99	-7	8	-16	-7	0.8	1.9	0.3
OC(CN1C2=NCCN2c2ccccc21)c1ccc(Br)cc1 (stereo not drawn)	1%	1.1	6	5	4	-3	1	0.089	-1.1
O=C1NC2(CCCC2)N=C1c1ccc(Cl)cc1	9%	0.92	-4	-2	13	33	0.9	0.096	0.93
O=C(O)CSc1nnc(-c2ccco2)o1	5%	1.1	-18	4	3	-5	1	-0.81	-1.9
CCC(CC)C(=O)Nc1nnc(SCC(=O)N2CCN(c3ccccc3OC)CC2)s1	1%	0.98	10	·	17	21	0.9	0.36	-0.045
Cc1cccc2cc(COC(=O)C(C)(C)C)c(=O)[nH]c12	1%	1.2	-13	-3	-17	6	0.9	-1	0.2
COC(=O)c1[nH]c2cc(OC)ccc2c1N	8%[fluoresces]	3.8*	-16	5	16	4	0.9	-0.62	-0.33
O=C(CCC(=O)c1cccs1)OCc1nc2ccccc2s1	5%	1.1	3	4	-6	-8	1	0.19	0.64
O=C(NC1(C(F)(F)F)C(=O)Nc2c1c(=O)[nH]c(=O)n2Cc1ccco1)C1CCCCC1 (stereo not drawn)	2%	1	-1	8	-1	-18	0.9	0.021	0.76
O=C(c1n[nH]c2ccccc12)N1CCN(S(=O)(=O)c2ccc3ccccc3c2)CC1	6%	1.1	34	5	-11	-5	1	-0.14	0.064
O=C(Nc1ccc(Cl)c(Cl)c1)Nc1cc(C(=O)N2CCOCC2)ccc1N1CCCCC1	4%	1	-12	3	6	4	0.8	0.19	0.47
Cc1ccc(-c2c(C)n([O-])c3c([n+]2=O)CCC3)o1	7%	1.1	-27	7	-17	-2	0.9	0.34	0.33
COc1ccccc1S(=O)(=O)n1cc(Cc2ccccc2)c(N)n1	3%	1	-5	10	-8	-17	0.9	0.85	-0.12
O=C1C2C3C=CC(C3)C2C(=O)N1CCCO (stereo not drawn)	4%	1.1	-15	7	9	-5	0.9	-0.61	-0.15
O=C(OCc1nnc(-c2ccccc2)o1)C1CCN(S(=O)(=O)c2cccs2)CC1	5%	1.1	10	0	4	-8	0.9	-1	1.2
CN(C(=O)c1ccc(Cl)cc1)C1=CCCCC1CCC#N (stereo not drawn)	5%	1.1	-11	8	-1	-10	0.6	0.76	0.25

# Next results
Structure	NADH coupling	Autofluor 339	Ecoli tolC	E coli RNAP	SF-1 act	RORa activator	TNAP act mid DEA	M1 ag	M1 antagonist
CC1=CC(C)(C)N=C(NC#N)N1	6%	1.1	-19	3	1	-4	0.9	·	·
COC(=O)c1nnn(-c2nonc2N)c1CSc1nc2ccccc2s1	2%	1.1	10	4	-5	0	0.9	-0.39	-0.061
OC(COCC1CC=CCC1)Cn1cnc2ccccc21 (stereo not drawn)	4%	1.1	-1	2	-9	-26	0.9	-2	0.002
O=C(C(c1ccccc1)c1ccccc1)N(Cc1ccco1)C1CCS(=O)(=O)C1 (stereo not drawn)	4%	1.1	-2	4	0	-9	0.9	1.2	1.5
COc1ccc(OC)c(N2C(=O)CC(Cc3ccc(C)cc3)C2=O)c1 (stereo not drawn)	1%	1.1	0	·	-11	-2	·	0.86	0.0057
N#CCCN1CCN(C2=NC(=O)C(=C3CCCCC3)S2)CC1	9%	1.1	-13	5	8	0	0.9	-0.8	-0.23
CC(C)C(NC(=O)OCc1ccccc1)C(=O)NCC(=O)OC(C)(C)C (stereo not drawn)	4%	1.1	-12	6	5	9	1.1	0.7	-0.54
Cc1ccc(-n2c(SCC(=O)N3CCOCC3)nnc2-c2ccncc2)cc1	8%	1.1	-12	8	-12	-2	0.9	-0.81	-0.096
CN(C)c1ccc(C2C3C(=O)NC(=O)C3ON2c2ccc(Cl)cc2)cc1 (stereo not drawn)	5%	1.1	14	1	15	15	0.8	-0.73	0.86
O=C(CCS(=O)(=O)c1cccc2nonc12)N1CCOCC1	4%	1.1	-7	6	-4	-10	0.9	-0.38	0.54
O=C(NCc1ccco1)C1CCCN(S(=O)(=O)c2cnc[nH]2)C1 (stereo not drawn)	3%	1.1	-12	3	7	6	0.9	-0.97	-0.14
COCc1nc(-c2ccc(-c3ccc(OC)cc3)nc2OC)no1	2%[fluoresces]	2.1*	5	-5	12	49*	0.9	-1.7	-0.29
CC(=O)Nc1ccc2nc(-c3ccccn3)[nH]c2c1	8%[fluoresces]	3.7*	-13	5	48	65*	1	0.63	0.55
O=C(NCc1ccco1)C(c1ccncc1)N(CCC1=CCCCC1)C(=O)Cn1nnc2ccccc21 (stereo not drawn)	5%	1.1	-3	10	15	12	1	-1.1	-0.16
O=C(CCSCCC(=O)NCc1ccco1)NCc1ccco1	5%	1.1	-14	6	-9	-6	0.9	-0.09	0.23
O=C(c1ccccc1F)N1CCc2ccccc21	4%	1.1	1	7	7	11	0.8	-0.21	-0.24
CCCCCn1c(CN2CCN(C)CC2)nc2c1c(=O)n(C)c(=O)n2C	2%	1	-7	3	4	-1	1	0.55	0.1
COc1ccc(OC)c(-c2nnc(NC(=O)C(C)Sc3nncn3C)s2)c1 (stereo not drawn)	9%	1.3	13	-4	4	-10	1	-0.017	-0.34
O=C(O)CCSc1nnc(-c2ccncc2)n1-c1ccccc1	7%	1.1	-18	1	-7	-1	0.9	-1.2	0.11
CCOC(=O)c1nnn(-c2nc(OC)nc(N(C)C)n2)c1-c1ccccc1	6%	1	15	1	-13	3	0.9	0.046	0.16
Cc1onc(-c2ccccc2Cl)c1C(=O)NCc1ccc(N2CCCC2=O)cc1	8%	1.1	-5	-5	-12	4	0.9	0.027	0
COc1cccc(C(=O)N2CCN(S(=O)(=O)Cc3ccccc3)CC2)c1	3%	1.1	-8	10	-7	-1	0.9	-0.63	0.79
COc1cccc(CNn2c(-c3cccc(C)c3)nc3ccccc3c2=O)c1O	6%	1	28	2	-11	-10	1	8.6*	-1.2
OCCNc1ncnc2ccc(Br)cc12	2%	1.1	7	7	-2	25	0.9	-0.18	0.025
Cc1ccc(S(=O)(=O)N2CCC(C(=O)Nc3ccc4c(c3)COC4=O)CC2)cc1	3%	1.1	8	·	-12	12	1	-1.3	-0.11

# Carrying on.
Structure	NADH coupling	Autofluor 339	Ecoli tolC	E coli RNAP	SF-1 act	RORa activator	TNAP act mid DEA	M1 ag	M1 antagonist
O=C(NC1CCCCC1)c1ccc(CNc2ccccc2)o1	7%	1.1	-13	0	-8	0	1	0.044	0.38
CCC1c2ccc(C)n2CCN1C(=O)Nc1ccc(F)cc1 (stereo not drawn)	4%	1.7	1	0	34	-5	1	-0.25	-0.32
O=C(CN(Cc1ccc2c(c1)OCO2)C(=O)CNC(=O)c1ccco1)NC1CCCCC1	4%	1.1	-1	-1	-10	-17	1	-0.23	-1.1
Cc1ccc(S(=O)(=O)N(C)Cc2nc(-c3ccccn3)no2)cc1	1%	1.1	-11	·	9	6	·	-0.056	0.1
Nc1nnc(-c2cccnc2)s1	5%	1.1	-9	-3	4	-17	0.9	0.15	0.32
COC(=O)c1ccc(CSc2nnc(-c3ccncc3)o2)o1	0%	1	-1	5	-7	-8	0.8	0.2	0.42
CN(C)c1ccc(C=NCCC2(O)CCOC(C)(C)C2)cc1 (stereo not drawn)	4%	1	5	7	-5	-14	0.9	1.7	0.13
CC1(C)SCC2C(=O)N3C(CSC3(C)C)C(=O)N21 (stereo not drawn)	6%	1.1	4	-4	-6	-1	0.9	-1.1	-1
N#CCSc1nnc(-c2cccnc2)n1-c1ccccc1	8%	1	-8	7	4	2	1	-0.16	-0.87
N=c1cc(C2(O)CCCCC2)n2c(nc3ccccc32)s1	0%	1.1	-2	5	-30	-10	0.9	-0.18	0.24
O=C(COC(=O)Cc1cn2ccsc2n1)Nc1nc2ccccc2s1	7%	1.1	3	4	13	18	1	-0.16	0.89
COc1ccc(-c2noc(CCC(=O)N3CCN(c4cccc(C(F)(F)F)c4)CC3)n2)cc1	7%	1.1	19	7	-1	8	0.9	0.24	-0.069
Cc1ccccc1C(=O)N1CCC(C(=O)Nc2cccc(F)c2)CC1	2%	1.1	2	4	-11	-8	1	-0.21	-0.19
CCCC(=O)Nc1nc2c(OC)ccc(OC)c2s1	4%	1.2	7	2	0	-17	0.9	0.48	-0.16
COc1cccc(N2CCN(Cc3nc(N)nc(Nc4ccccc4OC)n3)CC2)c1	3%	1	20	11	-15	18	0.8	0.29	0.58
Cc1c(S(=O)(=O)Nc2cc(Cl)ccc2Cl)c(=O)n(C)c(=O)n1C	4%	1.1	10	4	-14	-1	0.9	-0.58	0.95
c1ccc(-c2noc(CSc3nnnn3-c3ccccc3)n2)cc1	5%	1.1	16	-7	6	-13	0.9	1.4	-0.76
COc1ccccc1CC(=O)N1CCCC1	0%	1.1	-20	4	-10	1	0.9	-0.29	0.016
CC1CCN(c2nnc(N)s2)CC1	1%	1.1	9	7	2	19	0.9	-0.013	-0.067
O=C(Nc1ccc(Cl)cc1F)c1ccc(COc2c(F)c(F)c(F)c(F)c2F)o1	1%	1.1	9	3	-8	10	0.9	0.49	-0.46
COC(=O)Sc1nc(N2CCOCC2)c2c(c1C#N)CC(C)(C)OC2	5%	1	3	11	-10	4	0.9	0.38	-1

# Quoted from the listing.
# Nc1nnc(-c2cccnc2)s1 in RORa activator has -17
# CN(C)c1ccc(C=NCCC2(O)CCOC(C)(C)C2)cc1 (stereo not drawn) in E coli RNAP has 7

# Entries listed so far that have a COOH group (two):
Structure	NADH coupling	Autofluor 339	Ecoli tolC	E coli RNAP	SF-1 act	RORa activator	TNAP act mid DEA	M1 ag	M1 antagonist
O=C(O)CSc1nnc(-c2ccco2)o1	5%	1.1	-18	4	3	-5	1	-0.81	-1.9
O=C(O)CCSc1nnc(-c2ccncc2)n1-c1ccccc1	7%	1.1	-18	1	-7	-1	0.9	-1.2	0.11
